# TbMetRS inhib = blocks T. brucei methionyl-tRNA synthetase activity | purified T. brucei MetRS, ATP depletion, Kinase-Glo luminescence | inhibition, % at 11.9 µM | actives 0.4% (n = 360,000);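 active = inhibition above a per-plate cutoff of the control wells' mean inhibition plus 3 SD, cut at about 5.5% in these data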;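 also: 0% = DMSO wells median and 100% = median of wells with control inhibitor compound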
#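 Material – parasite MetRS enzyme · Medium – HEPES-MgCl2-KCl buffer plus DTT, spermine, BSA, pyrophosphatase · Reagent – ATP, methionine and E. coli bulk tRNA substrates · Times – 15 min enzyme-compound preincubation, 2 h reaction, 10 min detection, 25 °C · Measured by – luminescence of leftover ATP · Evaluation – percent inhibition relative to median high and low control wells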
# STEP inh = STEP (human) phosphatase inhibition. recombinant STEP, OMFP fluorogenic substrate, fluorescence. P54829. inhibition, % at 20 µM. actives 0.25% (n = 360,000);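 active = inhibition at 20 µM, scaled per plate between control wells, above about 37%, limit read from the data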;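 also: 0% = DMSO with enzyme and substrate and 100% = substrate only without enzyme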
#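 Measure: Control-normalized % inhibition with plate pattern correction | Test system: STEP phosphatase, cell-free reaction | Medium: pH 6.0 Bis-Tris with DTT and Tween 20 | Technique: Fluorescence, 480/540 nm | Times: Reaction 20 min, ambient temperature | Doses: Single compound dose of 20 µM, 1% DMSO final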
# E coli Lon inh = inhibits E. coli Lon protease. inhibition, % at 7.94 µM. P0A9M0. actives 0.42% (n = 360,000). purified E. coli Lon protease, fluorescence polarization; in the data active = inhibition above about 13%, passing the limit was not always enough;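 also: 0% = enzyme with probe and DMSO and 100% = no enzyme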
# Target sequence (P0A9M0 whole entry, looked up): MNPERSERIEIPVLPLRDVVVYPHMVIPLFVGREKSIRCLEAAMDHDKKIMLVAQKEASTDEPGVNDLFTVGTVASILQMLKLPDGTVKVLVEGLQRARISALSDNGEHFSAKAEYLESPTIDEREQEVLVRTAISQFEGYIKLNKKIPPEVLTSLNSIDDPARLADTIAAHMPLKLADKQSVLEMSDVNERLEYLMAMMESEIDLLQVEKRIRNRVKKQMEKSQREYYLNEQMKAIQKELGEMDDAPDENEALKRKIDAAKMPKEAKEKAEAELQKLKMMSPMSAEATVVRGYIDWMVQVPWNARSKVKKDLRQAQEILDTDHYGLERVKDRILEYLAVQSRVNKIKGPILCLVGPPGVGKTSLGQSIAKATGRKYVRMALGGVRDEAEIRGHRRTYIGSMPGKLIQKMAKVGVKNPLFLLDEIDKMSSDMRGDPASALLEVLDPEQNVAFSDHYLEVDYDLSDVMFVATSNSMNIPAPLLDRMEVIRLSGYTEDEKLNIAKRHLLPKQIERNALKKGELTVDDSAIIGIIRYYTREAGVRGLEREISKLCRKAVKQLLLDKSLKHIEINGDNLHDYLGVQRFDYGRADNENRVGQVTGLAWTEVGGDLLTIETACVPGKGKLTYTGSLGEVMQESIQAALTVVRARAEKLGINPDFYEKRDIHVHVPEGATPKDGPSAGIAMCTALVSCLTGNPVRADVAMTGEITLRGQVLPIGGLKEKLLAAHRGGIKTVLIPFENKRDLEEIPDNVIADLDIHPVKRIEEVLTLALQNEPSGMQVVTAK
# SUMO1 PPI mod = modulators of human SUMO1-mediated protein-protein interactions; inhibition, % at 20 µM; SUMO1 binding to a labelled peptide, TR-FRET, 1 h; AID 602429; actives 0.33% (n = 360,000); P63165; in the data active = inhibition above about 37%
# Target sequence (P63165 whole entry, looked up): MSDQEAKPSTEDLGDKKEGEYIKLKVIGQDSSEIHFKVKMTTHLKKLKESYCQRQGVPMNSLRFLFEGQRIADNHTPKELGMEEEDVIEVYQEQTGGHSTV
# LMPTP inh = blocks human LMPTP phosphatase; recombinant LMPTP-A, OMFP fluorogenic substrate, fluorescence intensity; inhibition, % at 20 µM; actives 0.22% (n = 360,000);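 active = compounds that cut the enzyme signal by at least half of the control window in the single-dose screen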;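 also: plate controls were DMSO wells with enzyme plus substrate for no effect and substrate without enzyme for full effect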
#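 Assay system: LMPTP-A enzyme. Input: 0.625 nM LMPTP-A final. Probe or stimulus: 400 µM OMFP. Compound dosing: single 20 µM dose. Schedule: 50 min dark incubation at room temperature. Detection: fluorescence intensity of OMFP turnover product. Read-out: percent inhibition versus substrate-only and uninhibited controls. Benchmarks: no-enzyme low control, uninhibited high control.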
# DNMT1 block = DNMT1 (human) enzyme inhibition. DNMT1 molecular beacon, Hinp1I cleavage, fluorescence. inhibition (reported as % activation of signal), % at 10 µM. actives 0.83% (n = 360,000). AID 588458; in the data active = inhibition above about 50%
# Scp1 inh = Scp-1 (human) phosphatase inhibition; Q9GZU7; Recombinant Scp1, phosphopeptide, malachite green phosphate absorbance; inhibition, % at 20 µM; AID 493091; actives 0.88% (n = 340,000);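 active = inhibition above about 50% at 20 µM, limit read from the data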;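 also: plate controls were DMSO wells with enzyme for no effect and wells lacking enzyme for full effect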
# Target sequence (Q9GZU7 76-261 limits assumed): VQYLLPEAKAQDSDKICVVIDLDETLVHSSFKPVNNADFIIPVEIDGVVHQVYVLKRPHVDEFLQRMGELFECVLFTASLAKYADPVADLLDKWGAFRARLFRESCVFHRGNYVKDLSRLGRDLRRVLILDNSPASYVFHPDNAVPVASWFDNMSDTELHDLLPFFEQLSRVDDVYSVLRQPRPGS
#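 Test system: SCP-1 phosphatase catalytic domain, residues 76-261 | Compound dosing: One concentration, 20 µM, with 1.0% DMSO | Schedule: 45 min room-temperature reaction, 5 min colour, 30 min stabiliser | Detection: Absorbance at 630 nm | Read-out basis: % inhibition of SCP-1 phosphate liberation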
# bovine MsrA act = bovine methionine sulfoxide reductase A activation; activation, % at 10.6 µM; purified bovine MsrA, absorbance read-out; actives 0.3% (n = 360,000); in the data active = activation above about 7.5%;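 also: 0% = vehicle and 100% = reference activator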
# NRP1-CendR mod = modulators of CendR peptide binding to human neuropilin-1; O14786; FAM-RPARPAR peptide binding to NRP-1, fluorescence polarization; inhibition, % at 25 µM; actives 0.85% (n = 360,000); AID 602438;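 active = inhibition or corrected inhibition above about 18%, plus a signal ratio from 0.5 to 1.5, limit read from the data, passing the limit was not always enough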; also: strong numbers were not always called active
# MsrA inh = bovine MsrA inhibition; purified bovine MsrA, absorbance read-out; inhibition, % at 15.5 µM; actives 0.75% (n = 360,000); in the data active = inhibition above about 4.5%;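 also: 0% = vehicle wells with enzyme and 100% = reference inhibitor wells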
# An asterisk follows results filed as active; nt = not tested or not shown.
cpd	canonical_smiles	NRP1-CendR mod	DNMT1 block	bovine MsrA act	MsrA inh	SUMO1 PPI mod	E coli Lon inh	LMPTP inh	TbMetRS inhib	STEP inh	Scp1 inh
1	O=C(NCCc1ccccc1)c1n[nH]c(=O)c2ccccc12	6	-4	-4	0.7	-4	2	-0.9	-1.2	-2	-1
2	Brc1ccc(-c2nc(-c3ccccc3)no2)o1	-16	-5	-5	0.1	-4	0	1.0	0.0	-2	-10
3	CCN(CC)S(=O)(=O)c1ccc(N2CC(C(=O)NCc3ccco3)CC2=O)cc1 (stereo not drawn)	-7	-1	-1	-1.3	-3	-2	-0.7	-0.3	0	nt
4	C=CCOc1ccccc1CN1CCCCCC1	-2	-3	-4	0.2	2	-5	0.5	2.1	0	-6
5	CCCCCOc1ccc(Cl)cc1CN1CCOCC1	2	0	-5	0.4	-1	-4	-2.0	-0.3	5	4
6	O=C(CSc1nnnn1-c1cccc(F)c1)NC1CCCCC1	4	2	1	0.1	-8	3	0.4	-0.2	-3	-2
7	OCC[C@@H]1C[C@H](O)[C@@H](O)[C@]2(CCCc3ccccc3O2)O1	-2	4	-3	0.2	4	-3	-1.2	-0.2	1	0
8	Clc1nc(N2CCOCC2)ncc1Br	-1	2	-1	0.0	1	-6	-2.2	0.1	1	-4
9	Cc1nn(C)cc1CNC(=O)Nc1ccc(Br)cc1Cl	8	-4	-2	0.2	2	5	-0.2	0.8	-4	-1
10	COc1cc(C(=O)Nc2scc(-c3ccc(C)cc3)c2C(=O)O)cc(OC)c1OC	3	-3	-3	0.7	14	5	1.1	-0.5	2	-9
11	O=C1C2CCCN2C(c2ccccc2F)N1c1cccc(Cl)c1 (stereo not drawn)	8	-2	1	-0.4	5	-2	0.6	-0.9	1	22
12	NC(=O)c1ccc[n+](CC(=O)c2ccc(F)cc2)c1	5	19	-1	1.2	-5	1	1.6	0.0	-1	-13
13	Cc1ccc(N2C=Nc3ccc(C)c4nc(C)cc2c34)cc1	12	10	-1	0.6	-17	18*	0.8	-1.3	0	16
14	COc1ccccc1-n1ccnc(SCC(=O)NC2CCCC2)c1=O	10	1	-7	2.8	-9	-9	-1.0	-0.6	-1	6
15	N/C(=N\c1nc2ccccc2o1)NC(=O)c1ccc([N+](=O)[O-])cc1	-5	16	-5	0.1	2	12	-1.8	-0.7	-1	-10
16	CCOc1ccc(CNC(=O)C(C)n2ccc3cc(S(=O)(=O)N4CCCC4)ccc32)cc1 (stereo not drawn)	1	0	-7	-0.3	1	15	-1.4	-0.3	-2	-5
17	O=C(CCCn1c(=O)oc2ccccc21)Nc1ccccc1	0	-2	0	-0.3	2	-14	-0.4	-0.5	-2	-1
18	COc1ccc(CNC(=O)c2[nH]c(C(F)(F)F)nc2-c2ccccc2)cc1OC	-3	2	-3	-1.6	25	-7	-0.9	-0.8	-2	nt
19	COc1ccc(S(=O)(=O)N2CCCC2CNC(=O)C(=O)NCc2ccccn2)cc1 (stereo not drawn)	-9	5	-11	-0.4	2	6	0.6	-0.7	-2	10
20	COC(=O)[C@@]1(Cc2ccc(OC)cc2)[C@H]2c3cc(C(=O)N4CCCC4)n(CCn4cc([N+](=O)[O-])nc4C)c3C[C@H]2CN1C(=O)c1ccccc1	11	-16	-2	0.0	-8	-13	-0.5	0.0	0	7
21	COc1ccc(C2=Nc3ccccc3N(C(=O)c3ccc4ncccc4c3)C2C(=O)NC(C)(C)C)cc1 (stereo not drawn)	-3	nt	nt	1.2	-21	nt	0.9	-0.4	nt	nt
22	COc1ccccc1-c1cc(=O)c2c(O)ccc([N+](=O)[O-])c2o1	7	3	0	-1.0	6	-2	6.1	-0.5	0	-9
23	CC(CCc1ccccc1)NC(=O)c1ccccc1Cl (stereo not drawn)	-5	5	-7	0.6	-4	2	-0.4	-0.9	-2	0
24	Cn1c(N)c(C(=O)COC(=O)c2cccc(S(=O)(=O)N3CCCCC3)c2)c(=O)n(C)c1=O	-3	5	-8	-1.0	5	3	-1.7	0.0	0	-2

# Sorted by length of the SMILES (descending): some entries from above.
cpd	canonical_smiles	NRP1-CendR mod	DNMT1 block	bovine MsrA act	MsrA inh	SUMO1 PPI mod	E coli Lon inh	LMPTP inh	TbMetRS inhib	STEP inh	Scp1 inh
19	COc1ccc(S(=O)(=O)N2CCCC2CNC(=O)C(=O)NCc2ccccn2)cc1 (stereo not drawn)	-9	5	-11	-0.4	2	6	0.6	-0.7	-2	10
22	COc1ccccc1-c1cc(=O)c2c(O)ccc([N+](=O)[O-])c2o1	7	3	0	-1.0	6	-2	6.1	-0.5	0	-9
23	CC(CCc1ccccc1)NC(=O)c1ccccc1Cl (stereo not drawn)	-5	5	-7	0.6	-4	2	-0.4	-0.9	-2	0

# Some of the entries so far, in transposed form.
17	O=C(CCCn1c(=O)oc2ccccc21)Nc1ccccc1
18	COc1ccc(CNC(=O)c2[nH]c(C(F)(F)F)nc2-c2ccccc2)cc1OC
19	COc1ccc(S(=O)(=O)N2CCCC2CNC(=O)C(=O)NCc2ccccn2)cc1 (stereo not drawn)
20	COC(=O)[C@@]1(Cc2ccc(OC)cc2)[C@H]2c3cc(C(=O)N4CCCC4)n(CCn4cc([N+](=O)[O-])nc4C)c3C[C@H]2CN1C(=O)c1ccccc1
21	COc1ccc(C2=Nc3ccccc3N(C(=O)c3ccc4ncccc4c3)C2C(=O)NC(C)(C)C)cc1 (stereo not drawn)
22	COc1ccccc1-c1cc(=O)c2c(O)ccc([N+](=O)[O-])c2o1
Assay by compound	17	18	19	20	21	22
NRP1-CendR mod	0	-3	-9	11	-3	7
DNMT1 block	-2	2	5	-16	nt	3
bovine MsrA act	0	-3	-11	-2	nt	0
MsrA inh	-0.3	-1.6	-0.4	0.0	1.2	-1.0
SUMO1 PPI mod	2	25	2	-8	-21	6
E coli Lon inh	-14	-7	6	-13	nt	-2
LMPTP inh	-0.4	-0.9	0.6	-0.5	0.9	6.1
TbMetRS inhib	-0.5	-0.8	-0.7	0.0	-0.4	-0.5
STEP inh	-2	-2	-2	0	nt	0
Scp1 inh	-1	nt	10	7	nt	-9

# Going on with the list:
cpd	canonical_smiles	NRP1-CendR mod	DNMT1 block	bovine MsrA act	MsrA inh	SUMO1 PPI mod	E coli Lon inh	LMPTP inh	TbMetRS inhib	STEP inh	Scp1 inh
25	CC(OC(=O)CC1CCCCC1)C(=O)Nc1ccc(F)cc1 (stereo not drawn)	5	2	-1	-0.1	-4	-2	-0.4	-0.4	0	-9
26	O=C(c1cccnc1)N1C2CCC1CC(O)(c1ccc(F)cc1)C2 (stereo not drawn)	2	-3	-2	-1.9	1	-10	-0.4	0.2	2	-2
27	Cc1ccc(C)c(NC(=O)Cn2c([N+](=O)[O-])cnc2C)c1	12	-1	-3	-0.3	0	-7	-2.7	-0.7	2	-3
28	Brc1ccc(-c2nn3c(-c4ccco4)nnc3s2)o1	-37	84*	-3	1.6	18	-3	10.0	0.4	17	52*
29	Cn1cccc1C1C(C#N)=C(N)OC2=C1C(=O)CCC2 (stereo not drawn)	4	2	-4	-1.6	0	11	5.9	-0.6	4	-6
30	COc1ccc(S(=O)(=O)NCCOc2ccccc2)cc1-n1cnnn1	-1	4	-1	1.8	-2	-2	0.2	-0.5	0	3
31	CC(C)=CC(=O)Nc1ccc(OCc2ccccc2)cc1	0	-7	2	-0.1	5	-5	0.6	-0.9	2	-9
32	CCOC(=O)[C@]12CCCC=C1N(Cc1ccc3c(c1)OCO3)C(=O)[C@H](CC(=O)N1CCCC1)C2	-19	nt	-1	-0.7	0	-3	0.3	0.0	nt	nt
33	CCCNC(=O)C1(C)CCCN(C(=O)c2cccc(Cl)c2)C1 (stereo not drawn)	-6	-2	-1	1.9	2	6	-1.2	-0.2	1	nt
34	COc1ccccc1NC(=S)N(Cc1cccnc1)Cc1ccco1	4	2	4	0.1	2	-2	-1.5	-0.2	-1	-11
35	Cc1cc(C(=O)NNS(=O)(=O)c2ccccc2C(F)(F)F)nn1C(C)(C)C	-10	2	-4	-0.3	-2	-1	-1.2	0.2	-2	-10
36	CCCCOC(=O)c1nc(Cl)c(Cl)c(N)c1Cl	-1	2	0	-1.3	0	-16	-1.6	-0.6	-3	-9
37	CC1CCN(S(=O)(=O)c2ccc(C(=O)Nc3nnc(C4=COCCO4)o3)cc2)CC1	-2	0	-3	1.3	4	-7	-2.9	0.2	4	-2
38	CCN(CC)c1ccc2cc(S(=O)(=O)c3ccc(Cl)cc3)c(=O)oc2c1	143	-9	-12	0.0	-21	-38	-0.8	-0.7	-3	-12
39	COc1ccc(OC)c(C2C(C(=O)Nc3cccnc3)=C(C)NC3=C2C(=O)CCC3)c1 (stereo not drawn)	-14	5	5	2.0	1	-10	-0.9	0.1	-6	-7
40	Cc1ccccc1Nc1nc(N)nc(COC(=O)C2CCCCC2)n1	9	-1	-2	1.5	-2	-11	0.2	0.3	-1	-8
41	CN1CCN(S(=O)(=O)c2ccc(NC(=S)NC(=O)C(C)(C)C)cc2)CC1	4	3	-2	0.3	0	-5	-2.2	0.1	6	1
42	CS(=O)(=O)c1ccc(Cl)c(C(=O)O)c1	0	4	-10	0.6	-2	2	-1.5	-1.4	-3	0
43	O=C(CN1C(=O)NC2(CCCC2)C1=O)N1CCN(c2ccc(C(F)(F)F)cc2[N+](=O)[O-])CC1	5	14	-6	-0.8	-70	3	-9.0	-0.6	0	-4
44	C=CCn1c(CCC(=O)O)ccc1-c1ccc(OC)cc1	-12	-12	-2	3.0	-5	-13	1.5	-0.6	-1	-4
45	C=CCOC(=O)CCC(=O)Nc1cccc2ccccc12	11	-1	-4	0.1	-4	3	-1.1	-0.4	2	-14
46	COc1ccc(/C=N/NC(=O)c2ccccc2OCc2ccccc2)c(OC)c1	7	0	-3	1.2	-8	6	9.1	-0.2	2	1
47	O=C(NCCN1CCOCC1)c1cc(-c2ccco2)on1	-6	4	-10	1.5	-2	-3	-1.5	-0.8	-1	2
48	CCOc1ccc(C2C(C(=O)OC)=CN(C(C)c3ccccc3)C=C2C(=O)OC)cc1 (stereo not drawn)	-3	1	-3	-0.5	-5	-4	3.5	-0.3	0	-14
49	C=CCn1c(C)cc(C(=O)CSc2nnc(C3CC3)n2C2CC2)c1C	0	6	-7	0.4	0	-4	-0.6	0.0	-1	-3
50	Cc1cc(NC(=O)CSc2nc(N)c(NC(=O)c3ccco3)c(=O)[nH]2)no1	-8	0	-2	-0.7	-1	-3	-2.3	-0.8	-2	-5
51	O=C(/C=C/Nc1ccc(F)cc1F)c1cccs1	1	-1	-1	1.6	-18	-5	1.6	-0.2	0	-7
52	O=C1OCC2=C1C(c1ccc(F)cc1)c1cc3c(cc1N2)OCCO3 (stereo not drawn)	0	-2	-6	1.1	-31	-5	0.6	0.1	2	-4
53	CCN(C(=O)CSc1nc(-c2ccccc2)cn1N)c1c(N)n(Cc2ccccc2)c(=O)[nH]c1=O	8	3	-10	-1.1	1	-2	-0.5	-0.6	0	5
